tim23-1 inh = growth inhibitors of tim23-1 mutant yeast, primary screen, luminescence, uHTS; S. cerevisiae tim23-1 growth, BacTiter-Glo luminescence, 24 h; inhibition, % at 20 µM; actives 1.3% (n = 330,000); AID 463212, 2010;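 active = growth inhibition of the mutant yeast at or above 50%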;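 note: temperature-sensitive mutant grown at 25 °C; plate controls were DMSO-treated mutant yeast for no effect and medium wells lacking yeast for full effect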
Jurkat NFkB inh = inhibitors of induced NF-kB luciferase reporter, primary screen, TCR NF-kB activation inhibitor project, cell-based, luminescence, uHTS | AID 435003, 2010 | Jurkat, PMA/ionomycin-induced NF-kB luciferase reporter | inhibition, % at 4 µM | actives 0.53% (n = 330,000); in the data active = inhibition above about 50%
APJ agonist = agonists of human apelin receptor APJ, primary screen, CHO-K1 cells, PathHunter beta-arrestin, luminescence; actives 0.11% (n = 330,000); P35414; activation, % at 20 µM; 0% DMSO wells, 100% apelin;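 active = activation more than six SD over the plate average, tested at 20 µM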;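 note: 0% = DMSO alone and 100% = apelin-13 at 10 nM; some results filed as inactive read as strong as hits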
Target sequence (P35414 whole entry, looked up): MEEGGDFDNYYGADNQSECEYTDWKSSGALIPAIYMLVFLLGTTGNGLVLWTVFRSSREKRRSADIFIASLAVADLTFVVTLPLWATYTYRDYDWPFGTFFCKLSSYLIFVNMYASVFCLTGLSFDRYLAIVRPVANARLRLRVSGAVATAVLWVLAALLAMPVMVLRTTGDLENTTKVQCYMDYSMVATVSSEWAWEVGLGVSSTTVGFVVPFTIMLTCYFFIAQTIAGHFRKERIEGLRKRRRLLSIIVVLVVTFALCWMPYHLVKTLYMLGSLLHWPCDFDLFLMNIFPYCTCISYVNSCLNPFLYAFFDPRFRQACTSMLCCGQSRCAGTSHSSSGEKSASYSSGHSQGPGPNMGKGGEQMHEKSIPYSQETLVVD
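Assay system: CHO-K1 cells stably expressing ProLink-tagged human APJ and arrestin–beta-gal acceptor. Compound dosing: 20 µM single point, 1% DMSO. Times: 16-18 h seeding, 90 min dark compound exposure, 60 min detection. Detection: beta-gal luminescence. Evaluation: APJ–arrestin association signal. Controls: negative DMSO alone, positive Apelin-13 at 10 nM.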
CHOP UPR activ = activators of apoptotic CHOP UPR arm, primary screen, cell-based, CHO-CHOP luciferase reporter, luminescence, uHTS; UPR activation; percent of tunicamycin response over DMSO baseline; activation, % at 10 µM; actives 0.34% (n = 330,000);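 active = at 10 µM dose, activation of 40% or more, normalized to positive control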;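 note: 100% = tunicamycin at 10 µg/mL and 0% = DMSO alone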
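Test system: CHO CHOP reporter cells. Input: 500 CHO-CHOP cells per well. Medium: F12 with 10% FBS. Technique: luciferase luminescence. Measure: percent activation relative to tunicamycin control. Dosing: 10 µM compound, 0.5% DMSO. Timing: 16-18 h cell attachment, then 6 h compound exposure, 37 °C.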
Mdm2 MdmX PPI = inhibitors of human Mdm2-MdmX association, primary screen, cell-based, luminescence, split luciferase, SaOS-2, uHTS; inhibition, % at 8 µM; actives 3% (n = 330,000); Protein Mdm4 (Homo sapiens) + E3 ubiquitin-protein ligase Mdm2 (Homo sapiens), …; SaOS-2 split-luciferase Mdm2/MdmX complementation;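 active = inhibition of at least 50% at 8 µM in the primary screen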
697 NFkB inh = inhibitors of PMA/ionomycin-induced NF-kB reporter, 697 cells, primary screen, B-cell NF-kB inhibitor project, cell-based, luminescence, uHTS. inhibition, % at 4 µM. 697 B-cell NF-kB luciferase reporter, 16 h. actives 0.33% (n = 330,000). AID 435022, 2010; in the data active = inhibition above about 35%
APJ antag = antagonists of human apelin receptor APJ, primary screen, CHO-K1 cells, beta-arrestin complementation, luminescence; P35414; inhibition, % at 20 µM; actives 0.32% (n = 330,000); AID 2521, 2010;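 active = inhibition above about 40% at 20 µM, limit read from the data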;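 note: cells challenged with 10 nM apelin-13 agonist together with compound; plate controls were apelin-13 plus DMSO wells for no effect and DMSO wells lacking apelin-13 for full effect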
UPR XBP1 act = activators of adaptive XBP1 UPR arm, primary screen, cell-based, CHO-XBP1 luciferase reporter, luminescence, uHTS | IRE1-XBP1 UPR activation; percent of tunicamycin response, DMSO as zero | activation, % at 20 µM | actives 0.33% (n = 330,000);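 active = versus positive control, 20 µM dose yields 30% or more activation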;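 note: 100% = tunicamycin at 10 µg/mL and 0% = DMSO only wells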
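assay system = CHO-XBP1 luciferase reporter cells | amount = 1000 cells/well | buffer or medium = F12 plus 10% FBS | compound dosing = single point, 20 µM final compound, 1% DMSO | incubation = 16-18 h cell attachment at 37 °C, then 6 h compound exposure | detection = Steady-Glo luminescence read | controls = tunicamycin 10 µg/mL and vehicle-only wells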
* hit, by the source's call.

SMILES	tim23-1 inh	Jurkat NFkB inh	APJ agonist	CHOP UPR activ	Mdm2 MdmX PPI	697 NFkB inh	APJ antag	UPR XBP1 act
Cc1cc(C(=O)COc2cccc([N+](=O)[O-])c2)c(C)n1C1CC1	25	-57	-3	3.0	-88	-106	8	-1
CC(=O)c1cccc(N(CC(=O)NC2CCCC2)C(=O)CNC(=O)c2cccs2)c1	-8	16	-1	0.3	5	8	-3	-7
CC(C)(C)c1cc(CN2CCOCC2)c(C(=O)O)o1	6	-10	-2	-0.2	-21	-26	9	-1
O=C(COc1ccccc1)Nc1ccc(F)cc1	19	-21	-4	4.0	-23	-4	-24	1
Cc1c(NC(=O)CSCc2ccc(Br)cc2)c(=O)n(-c2ccccc2)n1C	-2	4	-1	0.4	5	-12	15	-2
O=S(=O)(c1ccc(=S)[nH]c1)N1CCOCC1	3	9	-1	6.8	11	18	8	-3
CC(CCc1ccc(O)cc1)NC(c1ccccc1)c1ccc(Cl)cc1 (stereo not given)	35	-18	-4	0.5	-1	-19	-5	-1
COc1ccc(CC(=O)Nc2cc(C)ccn2)cc1OC	1	-1	-4	0.4	-27	-19	-13	-1
N#Cc1c(/N=C/c2ccco2)sc2c1CCC2	20	-25	0	5.2	2	-31	-6	8
O=C(COC(=O)c1cc(S(=O)(=O)N2CCOCC2)ccc1Cl)NCCc1ccccc1	8	-12	0	-0.5	15	15	-11	-1
Cc1ccc(NC(=O)CCNS(=O)(=O)c2ccc3c(c2)CCC(=O)N3)cc1C	9	11	-1	-1.3	-6	12	-4	0
O=C(CNC(=O)Cc1ccc(Cl)cc1)NCC(=O)N1CCCCC1	-5	9	-2	2.8	17	3	-24	-2
Cn1c(SCC(=O)OCc2ccccc2)nnc1-c1ccco1	20	-5	5	0.2	12	-10	-16	-3
CS(=O)(=O)N(CC(=O)Nc1ccc(S(=O)(=O)N2CCOCC2)cc1)c1cccc(F)c1	8	6	2	3.5	15	-5	-27	-2
Cc1ccc(CSc2nc3ccccc3c(=O)n2Cc2ccco2)cc1	-28	13	-8	1.1	20	-6	13	-3
Cc1cc(NC(=O)CSc2nnnn2C)n(-c2ccccc2)n1	16	-2	0	-5.5	18	1	-19	-1
COC(=O)C1=C(N)Oc2cc(C)n(Cc3cccnc3)c(=O)c2C1c1cc(OC)ccc1OC (stereo not given)	8	-12	-3	-2.7	6	1	3	2
O=C1c2ccccc2CN1C(CO)Cc1ccccc1 (stereo not given)	0	-5	-3	0.8	-24	-1	6	-3
N#Cc1cccc(NCC(=O)Nc2ccc3c(c2)OCCO3)c1	17	-141	-1	2.6	-115	-71	-5	-3
Cc1ccc(CCCNC(=O)C2CCC(=O)N(Cc3cccc(F)c3)C2)cc1 (stereo not given)	17	2	0	-0.9	4	-34	5	-2
COc1ccc(C(=O)NCCc2nnc3ccc(SCC(=O)N4CCCCC4)nn23)cc1	-23	-4	-3	-0.6	10	-5	-6	-6
CN1CCN(S(=O)(=O)c2ccc(NC(=O)C(C)(C)C)cc2)CC1	-1	-4	-2	1.3	-3	20	-14	0
CC(NC(=S)NC1CCC(C(C)(C)C)CC1)c1ccccc1 (stereo not given)	31	12	1	0.4	21	3	18	4
OCC[C@@H]1C[C@@H](O)[C@H](O)[C@]2(CCCc3ccccc3O2)O1	11	9	-4	1.3	-15	15	8	-1
Cc1ccc(S(=O)(=O)c2cc3c(=O)n4cccc(C)c4nc3n(C3CCCCC3)c2=N)cc1	8	-3	-3	3.1	-18	-10	4	0

Other results
SMILES	tim23-1 inh	Jurkat NFkB inh	APJ agonist	CHOP UPR activ	Mdm2 MdmX PPI	697 NFkB inh	APJ antag	UPR XBP1 act
OC1CCN(CC(O)C(F)(F)F)CC1 (stereo not given)	1	8	-3	-0.2	-17	5	12	-4
COc1ccc(C2CCCN2C(=O)Nc2ccc(Cl)cc2)cc1OC (stereo not given)	28	-9	-2	1.5	-26	-16	0	-1
C/C(N)=C(/C#N)C(=O)COC(=O)CC1CCCC1	8	-12	-1	3.2	1	18	-18	2
Cc1ccc(-c2nnn(CC(=O)N(CC3CCCO3)C(C(=O)NCC3CCCO3)c3ccc(F)cc3)n2)o1 (stereo not given)	9	6	-1	-0.4	10	8	9	0
Cc1ccc2cc(CN(CC3CCCO3)S(=O)(=O)c3cccc4nsnc34)c(=O)[nH]c2c1 (stereo not given)	25	-3	-1	0.3	10	23	10	-2
COc1ccc(OC)c(COC(=O)c2cc([N+](=O)[O-])ccc2N2CCOCC2)c1	17	52*	-5	-0.3	12	-38	-9	0
CCOc1ccc(N=Cc2c(O)c3ccccc3oc2=O)cc1	10	7	0	9.1	26	-86	-9	6
Cc1cc(NC(=O)CSc2nc(C(C)C)nc3sc4c(c23)CCCC4)no1	22	15	0	0.8	41	-34	11	6
COc1cc(/C=C(/C#N)C(=O)NC(C)c2ccccc2)cc(OC)c1O (stereo not given)	30	-27	-1	0.3	-20	-7	28	-4
Cc1nc(-c2cccc(NC(=O)c3ccco3)c2)cs1	1	-22	-1	6.2	-5	7	5	-5
NS(=O)(=O)c1ccc(CCNC(=O)CC(c2ccccc2)c2ccccc2)cc1	-7	-3	0	0.4	10	11	12	-5
Cc1ccc(-c2nc(-c3cccnc3)no2)c(C)c1	13	-113	-5	3.0	-167	-149	10	1
Cc1ccccc1NC(C)C(=O)N/N=C/c1ccccc1OCc1cccc(Br)c1 (stereo not given)	7	-7	-4	1.3	34	-24	9	0
Cc1ccc(-c2nnc3ccc(SCC(=O)Nc4cc(C)on4)nn23)cc1	14	-1	1	-0.3	-19	15	-13	0
CCc1cccc(N(CC(=O)NC2CCCCC2)C(=O)c2csnn2)c1	19	-29	-1	1.3	4	-18	11	-5
Cc1ccc(C(=O)/C=C/Nc2ccc([N+](=O)[O-])cc2Br)cc1	5	-165	1	1.7	22	-187	-17	-1
NC(=O)CC(NC(=O)Cc1cccc2ccccc12)c1ccc(NC2CCCCCCC2)c([N+](=O)[O-])c1 (stereo not given)	8	11	0	1.5	27	-5	3	-1
Cc1ccc2[nH]c(C)c(CC(=O)O)c2c1	-5	8	0	-2.4	9	-5	6	-1
COc1cc(OC)c2c(c1)C(=O)OC2	1	2	0	0.9	8	3	-9	3
COc1ccccc1N(CC(=O)NC(C)(C)C)S(=O)(=O)c1cccs1	19	0	-3	-1.2	-37	1	-8	0
CCOC(=O)Cn1c(CN2CC(C)OC(C)C2)nc2c1c(=O)n(C)c(=O)n2C (stereo not given)	-14	-1	-4	0.2	4	3	-6	-2
COc1ccccc1N1CCN(C(=O)c2noc(C(C)C)c2[N+](=O)[O-])CC1	5	-2	-3	-1.1	19	-4	-16	-6
O=C(NNC(=O)c1ccccc1OCc1ccc(F)cc1)c1ccccc1O	44	17	-11	1.1	69*	-31	-27	0
C[C@H](CO)N1C[C@H](C)[C@@H](CN(C)Cc2ccccc2)Oc2c(NC(=O)c3ccncc3)cccc2C1=O	-4	3	-1	-1.0	21	20	2	-1
Nc1nonc1C(=O)N/N=C/c1ccc(-c2cccc([N+](=O)[O-])c2)o1	0	-2	-1	9.2	24	5	5	0

Just 697 NFkB inh, UPR XBP1 act and APJ agonist, for some of the entries so far:
compound,697 NFkB inh,UPR XBP1 act,APJ agonist
COc1ccc(CC(=O)Nc2cc(C)ccn2)cc1OC,-19,-1,-4
N#Cc1c(/N=C/c2ccco2)sc2c1CCC2,-31,8,0
O=C(COC(=O)c1cc(S(=O)(=O)N2CCOCC2)ccc1Cl)NCCc1ccccc1,15,-1,0
Cc1ccc(NC(=O)CCNS(=O)(=O)c2ccc3c(c2)CCC(=O)N3)cc1C,12,0,-1
O=C(CNC(=O)Cc1ccc(Cl)cc1)NCC(=O)N1CCCCC1,3,-2,-2
Cn1c(SCC(=O)OCc2ccccc2)nnc1-c1ccco1,-10,-3,5

An excerpt from above in order of the APJ antag value, descending:
Molecule,Jurkat NFkB inh,Mdm2 MdmX PPI,697 NFkB inh,APJ antag,UPR XBP1 act
CCc1cccc(N(CC(=O)NC2CCCCC2)C(=O)c2csnn2)c1,-29,4,-18,11,-5
CC(=O)c1cccc(N(CC(=O)NC2CCCC2)C(=O)CNC(=O)c2cccs2)c1,16,5,8,-3,-7
CC(CCc1ccc(O)cc1)NC(c1ccccc1)c1ccc(Cl)cc1 (stereo not given),-18,-1,-19,-5,-1

Next section:
SMILES	tim23-1 inh	Jurkat NFkB inh	APJ agonist	CHOP UPR activ	Mdm2 MdmX PPI	697 NFkB inh	APJ antag	UPR XBP1 act
COc1ccc(CN(CCC#N)C(=S)NC(=O)c2ccccc2)cc1	11	-7	-2	-1.0	29	6	1	2
COc1ccc(C2C(C(=O)NCCN3CCOCC3)c3ccccc3C(=O)N2C)cc1OC (stereo not given)	37	6	18	-1.7	-36	-38	-10	0
O=C(NCc1ccc(F)cc1)c1ccc(Cl)c(NC2=NC3CS(=O)(=O)CC3S2)c1 (stereo not given)	-2	-5	1	0.8	-15	2	11	-3
COc1ccc(OC)c(N(CC(=O)Nc2ccc3c(c2)OCO3)S(=O)(=O)c2ccccc2)c1	24	-8	-2	-0.1	11	-3	4	1
CCOC(=O)c1ccc(N2C(=O)Cc3ccccc3C2=O)cc1	27	8	-1	1.3	4	12	18	1
O=c1[nH]c2ccc(NS(=O)(=O)c3ccc4ccccc4c3)cc2[nH]1	-14	10	1	1.0	15	-1	-7	-1
COc1ccc(OC)c(NC(=O)CSc2nnc(C)n2Cc2ccccc2)c1	8	-6	3	0.4	9	11	13	-5
CCc1nc(Sc2nnnn2-c2ccccc2)c2c3c(sc2n1)CCCC3	13	-2	-3	1.3	93*	-4	-20	0
Cc1cc(=O)oc2c3c(cc(OCC(=O)NCc4cccnc4)c12)OC(C)(C)CC3	-3	-26	-3	-1.1	9	-6	-48	2
Cc1ccc(NC(=O)NC2CCCCC2)c(C)c1	-2	-24	-3	1.8	3	0	-10	-2
COc1ccc(NC(=O)C23CC4CC(C2)CC(n2cnc(Br)n2)(C4)C3)c(OC)c1	17	-2	-5	-0.6	-9	14	12	-2
N/C(=N\OC(=O)Cc1ccc(-c2ccccc2)cc1)c1ccncc1	10	0	0	-0.2	-2	7	-32	-4
COC(=O)c1sccc1NC(=S)N1CCN(c2ccccc2F)CC1	10	2	1	0.6	2	10	5	-1
CCOC(=O)c1c(NC(=O)C2C3CCC(O3)C2C(=O)O)sc(C)c1-c1ccc(F)cc1 (stereo not given)	10	2	3	-1.2	2	-18	4	0
Cc1ccsc1C(C(=O)NC(C)(C)C)N(C(=O)c1csnn1)c1ccccc1 (stereo not given)	13	4	-4	-2.4	5	5	23	-3
COc1ccc(S(=O)(=O)N2CCN(C(=O)c3c(C)nn(-c4ccccc4)c3C)CC2)cc1	6	15	-1	-1.4	-3	18	14	-3
O=C(CCC1CCCC1)N=C1SC2CS(=O)(=O)CC2N1c1ccccc1F (stereo not given)	3	3	2	-0.9	2	-19	14	-1
CCn1c(C(=O)N2CCc3ccccc3C2)cc2oc3ccccc3c21	26	-10	-7	-1.8	-17	8	1	2
CCC(C)c1ccc(NC(=O)C2CC2)cc1 (stereo not given)	29	-27	-1	4.2	-9	-25	4	2
CCCCNC(=S)NNC(=O)c1cccnc1	-3	-1	-4	-1.9	22	-9	12	2
COc1ccc(CNC(=O)C2CSC(c3ccc(OC)cc3)N2C(C)=O)cc1 (stereo not given)	-2	1	-4	3.4	17	13	4	-1

Screening data from PubChem.
